# Source: PubChem BioAssay
# ULK1 primary – human ULK1 kinase inhibition, primary screen; O75385; AlphaScreen Atg13 phosphorylation by ULK1, luminescence; inhibition, % at 5.96 µM; 30,000 tested, 1.9% active; in the data active = inhibition above about 43%;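 note: 0% = median of compound wells and 100% = no enzyme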
# Target sequence (O75385 whole entry, looked up): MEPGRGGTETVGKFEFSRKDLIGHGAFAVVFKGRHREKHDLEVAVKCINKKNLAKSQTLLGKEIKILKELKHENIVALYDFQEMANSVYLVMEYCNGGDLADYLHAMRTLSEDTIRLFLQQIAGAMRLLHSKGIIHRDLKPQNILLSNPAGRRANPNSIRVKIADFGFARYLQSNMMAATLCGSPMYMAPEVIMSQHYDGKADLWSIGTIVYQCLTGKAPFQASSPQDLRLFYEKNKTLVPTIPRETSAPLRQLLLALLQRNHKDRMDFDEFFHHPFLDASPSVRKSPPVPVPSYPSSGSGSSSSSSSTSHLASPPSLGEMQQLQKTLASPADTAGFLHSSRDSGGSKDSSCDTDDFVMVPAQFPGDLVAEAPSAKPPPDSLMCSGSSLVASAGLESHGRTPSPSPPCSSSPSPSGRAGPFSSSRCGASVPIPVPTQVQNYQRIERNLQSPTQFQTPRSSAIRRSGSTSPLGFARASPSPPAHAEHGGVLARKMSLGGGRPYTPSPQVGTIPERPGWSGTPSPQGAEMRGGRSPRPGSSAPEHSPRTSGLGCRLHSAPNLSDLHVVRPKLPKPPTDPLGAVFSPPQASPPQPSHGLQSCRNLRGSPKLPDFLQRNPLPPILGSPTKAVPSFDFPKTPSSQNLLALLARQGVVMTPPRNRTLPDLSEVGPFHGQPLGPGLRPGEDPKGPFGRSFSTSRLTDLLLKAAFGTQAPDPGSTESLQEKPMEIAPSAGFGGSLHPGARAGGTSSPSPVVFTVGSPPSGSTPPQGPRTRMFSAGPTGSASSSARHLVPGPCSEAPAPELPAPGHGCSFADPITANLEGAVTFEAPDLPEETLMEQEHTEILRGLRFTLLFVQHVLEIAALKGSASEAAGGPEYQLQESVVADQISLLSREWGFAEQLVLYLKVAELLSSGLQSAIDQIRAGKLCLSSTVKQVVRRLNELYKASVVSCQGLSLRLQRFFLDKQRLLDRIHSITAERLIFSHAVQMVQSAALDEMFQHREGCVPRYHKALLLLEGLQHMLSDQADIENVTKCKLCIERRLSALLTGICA
# ASK1 inh – inhibitors of human ASK1 kinase; 22,000 tested, 0.99% active; inhibition, % at 7.44 µM; AID 1159602; AlphaScreen MKK6 phosphorylation by ASK1, luminescence; Q99683; in the data active = inhibition above about 35%;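 note: 0% = median of compound wells and 100% = no enzyme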
# Numbers without * were called inactive; · = not tested or not shown.
SMILES,ULK1 primary,ASK1 inh
Cc1cc(NCc2nc3ccccc3[nH]2)nc(N2CCN(Cc3ccc4c(c3)OCO4)CC2)n1,-5.5,2.5
c1ccc(CNc2nc(N3CCN(c4ccccn4)CC3)nc3c2ncn3-c2ccccc2)cc1,0.5,25.9
c1ccc(OCCNc2nc(N3CCN(Cc4ccc5c(c4)OCO5)CC3)nc3nc[nH]c23)cc1,-16.1,-1.6
COc1cc(C(=O)Nc2ccc(C(=O)NNC(=O)c3ccco3)cc2)cc(OC)c1OC,-1.4,·
O=C(NCc1ccccc1)c1cc(Nc2ccc(N3CCOCC3)cc2)nc2ccccc12,6.8,22.2
c1cc(NC2CC2)nc(N2CCOCC2)n1,-16.3,-5.0
CN(C)CCN(C)c1nc(C2COc3ccccc3O2)nc2ccc(-c3cn[nH]c3)cc12 (centres undefined),11.9,28.2
Cc1cncc2c(S(=O)(=O)N3CC[C@@H](NC(=O)CNC(=O)OC(C)(C)C)C3)cccc12,0.5,0.5
O=C1N(Cc2cccnc2)CCN1c1ccc(C(F)(F)F)cn1,-4.4,·
O=C(NC1CC1)c1csc(Nc2ccc(N3CCOCC3)cc2)n1,7.9,-16.0
O=C(Nc1nc(-c2ccncc2)cs1)c1nc2ccccc2s1,1.9,-25.1
O=C(NCc1ccccc1)c1ccc2nc(N3CCc4ccccc4C3)sc2c1,-23.6,8.4
COc1cc2nc(-c3cccc(OC(F)(F)F)c3)nc(NCC3CCCO3)c2cc1OC (centres undefined),-25.7,12.8
COc1ccc(CCn2c(=O)c3ncccc3n(CC(=O)Nc3ccccc3C)c2=O)cc1OC,7.2,·
CN1CCN(C(=O)c2ccc(-c3cccc(C(=O)NCCCN4CCCC4=O)n3)cc2)CC1,3.4,5.5
CCCNc1ncnc2c1nc(Nc1ccncn1)n2C(C)C,-4.1,-18.9
CCN(CC)c1nc(NCc2ccccc2)nc(Nc2ccc(C(F)(F)F)cc2)n1,-1.0,-22.4
Oc1c(I)cc(Cl)c2cccnc12,32.8,·
COc1ccc(-c2cccc(C(=O)NCCc3ccc(O)cc3)n2)cc1,-10.6,-7.3
Fc1cc(-c2ccncc2)cc2[nH]c(C3COc4ccc(Cl)cc4C3)nc12 (centres undefined),-7.7,7.2
C[C@@H](O)CNc1ncccc1C(=O)Nc1ccc2[nH]ncc2c1,5.0,-0.1
c1ccc2c(c1)OCC(c1nc(Nc3cn[nH]c3)c3ccccc3n1)O2 (centres undefined),-0.2,-21.1
COc1ccc(-c2cncc(C(=O)Nc3ccc(Oc4ccccc4)cc3)c2)cc1,-4.9,-9.2
O=C(Cc1cn(-c2ccc(NCCN3CCOCC3)nn2)c2ccccc12)NCc1ccccc1,8.1,1.2
COc1ccc(-c2nc(NCc3nc4ccccc4[nH]3)c3ncn(-c4ccsc4)c3n2)cc1,-19.6,17.4
COc1ccc(CCNc2cc(C)nc(Nc3ccc(N4CCOCC4)cc3)n2)cc1,2.1,32.2
Nc1oncc1-c1ccc(NC(=O)C2COc3ccc(F)cc3C2)cc1 (centres undefined),5.6,3.7
CC(C)N(CCNC(=O)c1cccc(-c2ccc(N3CCOCC3)nc2)n1)C(C)C,-22.2,-5.2
NC(=O)c1ccc(-c2cncc(C(=O)NCc3nc4ccccc4[nH]3)c2)cc1,6.2,0.3
COc1ccc(CCNc2cc(C)nc(-c3ccc(N4CCOCC4)nc3)n2)cc1,-4.8,12.2
O=C1CCCN1CCn1cnc2c(Nc3ccccc3)nc(Nc3ccncn3)nc21,12.8,12.6
CC(=O)c1cccc(-c2nc(NCCc3ccc(O)cc3)c3ncn(Cc4ccc(C(F)(F)F)cc4)c3n2)c1,-27.0,-5.4
CCNc1cc(NCc2ccccc2)ncn1,-0.8,3.8
O=C(c1c(Cl)cccc1Cl)N1CCCCCC1,-35.3,·
CC(=O)Nc1ccc(Nc2nc(-c3ccccc3)nc3c2ncn3C2CCCCC2)cc1,-9.0,-6.3
CCOc1c(C)cnc2c1c(=O)n(CC(=O)NCc1ccccc1Cl)c(=O)n2C,5.1,·
COc1ccc(CCNC(=O)c2csc(-c3c(C)nn(C)c3C)n2)cc1,2.3,-10.1
COc1cc(C(=O)Nc2c(C)nc3cc(C)ccn3c2=O)cc(OC)c1OC,1.7,·
CC(=O)Nc1ccc(NC(=O)c2csc(Br)n2)cc1,0.1,-8.1
CC(C)(C)C(=O)N1CCC(c2nc(-c3cccc(C(F)(F)F)c3)no2)CC1,-8.0,·
O=C(Cc1cn(-c2ccc(N3CCCC3CO)nn2)c2ccccc12)NCc1cccnc1 (centres undefined),14.8,2.0
O=C(Nc1nc2ccc(-c3cn[nH]c3)cc2s1)C1CCNCC1,13.7,-1.4
CN1CCC(CNC(=O)c2cccc(-n3cc(Nc4nnnn4-c4ccccc4)cn3)c2)CC1,11.8,-11.1
Cc1nn(C)c(C)c1Nc1ccc([N+](=O)[O-])cc1[N+](=O)[O-],6.4,·
Cc1cccc(Nc2ccc3c(cnn3-c3cc(C(=O)NCCN4CCOCC4)ccn3)c2)c1Cl,-30.5,12.6
CCCNc1nc(Nc2ccc(N3CCOCC3)cc2)nc2c1ncn2Cc1ccc(C(F)(F)F)cc1,-2.5,40.2*
COc1ccc(-c2cccc3cnc(Nc4ccc(-n5cnc(C)n5)cc4)nc23)cc1F,15.7,18.3
O=c1[nH]c(=O)c2[nH]c(=O)[nH]c2[nH]1,4.9,·
COc1cnc(NS(=O)(=O)c2ccc(N)cc2)nc1,2.3,·
Cc1cc(Nc2ccc(N3CCOCC3)cc2)nc(Nc2ccc(-n3ccnc3)cc2)n1,22.6,29.3
# Later entries
SMILES,ULK1 primary,ASK1 inh
O=C(Nc1ccccc1)Nc1snnc1C(=O)O,-15.0,·
c1ccc(Nc2nc(NCCN3CCOCC3)c3ncn(C4CCCCC4)c3n2)nc1,-27.1,9.1
Cc1nc2ccc(-c3ccnc(Nc4ccc(C(=O)N5CCCC5)cc4)n3)cc2c(=O)n1C,-2.9,8.0
CC(=O)c1cccc(-c2nc3c(Nc4ccc(Oc5ccccc5)cc4)ncnc3n2C(C)C)c1,5.6,-10.1
Nc1n[nH]c2c(Br)cc(NC(=O)C3COc4ccccc4O3)cc12 (centres undefined),57.9*,-26.3
Cc1oc2ccccc2[n+]1CCCS(=O)(=O)O,14.2,·
CN1CC[C@H](Oc2ncccc2C(=O)Nc2ccc3[nH]ncc3c2)C1,7.8,-4.7
COc1ccc(-c2nc(NCc3cccnc3)c3ncn(Cc4ccc(C(F)(F)F)cc4)c3n2)cn1,-28.1,-8.7
O=C(NCCN1CCOCC1)c1ccnc(-c2ccccc2)c1,-12.1,7.3
c1ccc(-n2cnc3c(NC4CC4)nc(Nc4ncccn4)nc32)cc1,-1.3,4.6

# Part of the list above in order of molecular weight, highest first:
SMILES,ULK1 primary,ASK1 inh
COc1ccc(-c2nc(NCc3cccnc3)c3ncn(Cc4ccc(C(F)(F)F)cc4)c3n2)cn1,-28.1,-8.7
CC(=O)c1cccc(-c2nc3c(Nc4ccc(Oc5ccccc5)cc4)ncnc3n2C(C)C)c1,5.6,-10.1
Cc1nc2ccc(-c3ccnc(Nc4ccc(C(=O)N5CCCC5)cc4)n3)cc2c(=O)n1C,-2.9,8.0
c1ccc(Nc2nc(NCCN3CCOCC3)c3ncn(C4CCCCC4)c3n2)nc1,-27.1,9.1
Nc1n[nH]c2c(Br)cc(NC(=O)C3COc4ccccc4O3)cc12 (centres undefined),57.9*,-26.3
CN1CC[C@H](Oc2ncccc2C(=O)Nc2ccc3[nH]ncc3c2)C1,7.8,-4.7
O=C(Nc1ccccc1)Nc1snnc1C(=O)O,-15.0,·

# Remaining list, next part
SMILES,ULK1 primary,ASK1 inh
COc1ccc(-c2ncc(C(=O)Nc3ccc(Oc4ccccc4)cc3)s2)cc1,5.7,14.6
O=C(NCCCN1CCCC1=O)c1ccc2nc(Nc3ccc(C(F)(F)F)cc3)sc2c1,0.6,-9.7
COc1cc(Nc2nc(NC3CCN(Cc4ccccc4)CC3)c3ncn(C4CCCCC4)c3n2)cc(OC)c1OC,0.6,16.3
CN1CCN(C(=O)c2ccc3c(c2)CC(C(=O)Nc2ccc(-c4cn[nH]c4)cc2)CO3)CC1 (centres undefined),-0.6,5.4
COc1cccc(CCC(=O)Nc2cc(F)c(-c3cn[nH]c3)cc2OCCCN(C)C)c1,3.7,-3.5
CN(C)c1cccc(Nc2nccc(NCCOc3ccccc3)n2)c1,-2.8,43.1*
O=C(NCCc1ccc(O)cc1)c1cnc(Nc2ccccc2)s1,-4.0,0.7
CC1(C)S[C@@H]2[C@H](NC(=O)C(C(=O)O)c3ccccc3)C(=O)N2[C@H]1C(=O)O (some centres undefined),-11.4,·
COc1ccc(OC)c(NC(=O)CC(C(=O)O)C2CCCO2)c1 (centres undefined),-1.2,·
COc1ccc(-c2nc(Nc3ccc(N4CCOCC4)cc3)c3ncn(C(C)C)c3n2)cc1,18.4,33.4
O=C1CCCN1CCn1cnc2c(NCCN3CCOCC3)nc(-c3csc4ccccc34)nc21,-1.3,1.1
COc1ccc(CCNc2nc(Nc3cccnc3)nc3c2ncn3-c2ccsc2)cc1,10.0,5.5
CCNc1cc(C(=O)NCCc2ccc(O)cc2)c2ccccc2n1,-20.6,-0.5
O=C(NCc1nc2ccccc2[nH]1)c1ccc(-c2csc3ccccc23)s1,-1.1,6.8
c1ccc(CNc2nc(Nc3ccc(-n4ccnc4)cc3)nc3c2ncn3C2CCCCC2)cc1,1.3,0.3
COc1ccc(N2CCN(Cc3cc(=O)c(OC)cn3CC(=O)Nc3ccc(C)cc3C)CC2)cc1,0.9,·
CC(C)COC(=O)N1CCCC1C(=O)Nc1ccc(F)cc1 (centres undefined),3.7,·
O=C1CCCN1CCCNc1nc(Nc2cccnc2)nc2nc[nH]c12,6.0,-1.1
COc1ccc(NC(=O)c2cccc(-n3cc(NC(=O)Cc4cccc(C)c4)cn3)c2)cc1OC,-11.8,-8.6
CC(C)n1cnc2c(Nc3ccc(Oc4ccccc4)cc3)nc(N3CCc4ccccc4C3)nc21,22.8,20.4
c1cn(-c2ccc(Nc3nc(NCCN4CCOCC4)c4ncn(C5CCCCC5)c4n3)cc2)cn1,-7.7,3.5
CC(C)n1c(-c2ccc(C(N)=O)cc2)nc2c(NCc3nc4ccccc4[nH]3)ncnc21,1.4,-15.3
NCCNC(=O)c1cnccc1Nc1ccc2[nH]ncc2c1,1.0,-13.9
COc1cc(Nc2nc(Nc3ccccc3)nc3c2ncn3Cc2ccc(C(F)(F)F)cc2)cc(OC)c1OC,-35.1,22.6
O=C(Cc1ccccc1)Nc1cnn(-c2cccc(C(=O)Nc3ccc(Cn4cccn4)cc3)c2)c1,-18.1,-12.6
O=[N+]([O-])c1cc(Cl)ccc1S(=O)(=O)Nc1ccc(I)cc1,19.0,·
CN1CCN(c2ccc(-c3cncc(C(=O)NCc4cccc(C(F)(F)F)c4)c3)cc2)CC1,12.3,-2.3
N#Cc1ccccc1Nc1ccc2c(cnn2-c2cccc(C(=O)NCCN3CCOCC3)c2)c1,-6.9,-2.9
Oc1ccc(CCNc2nc(Nc3ccncc3)nc3c2ncn3-c2ccccc2)cc1,-12.7,-5.9
O=C(O)COc1ccc(C(=O)/C=C/c2ccc(C(=O)O)cc2)cc1,-4.2,·
CC(C)N(CCNc1nc(Nc2ccc(N3CCOCC3)cc2)nc2nc[nH]c12)C(C)C,12.7,-12.0
COc1ccc(-c2nc(Nc3cc(OC)c(OC)c(OC)c3)c3ncn(CCN4CCCC4=O)c3n2)cc1,3.2,8.4
O=C(NCc1cccc(C(F)(F)F)c1)c1cnc(Nc2ccc(N3CCOCC3)cc2)s1,1.6,9.3
FC(F)(F)c1ccc(Cn2cnc3c(Nc4ccccc4)nc(Nc4ccccc4)nc32)cc1,-8.8,10.0
COc1cc(Nc2cc(NCCc3ccc(O)cc3)nc(N)n2)cc(OC)c1OC,-7.2,5.8
COc1ccc(-c2cc(NCc3ccccc3)ncn2)cn1,-5.4,-1.9
CC(C)n1cnc2c(NCCc3ccccn3)nc(-c3ccccc3)nc21,-1.8,-1.0
Cc1cc(NC2CC2)nc(Nc2ccccn2)n1,16.2,7.8
COc1cc(Nc2nc(NC3CCC(O)CC3)nc3c2ncn3Cc2ccc(C(F)(F)F)cc2)cc(OC)c1OC (centres undefined),-36.1,1.9
CN(C)c1cccc(Nc2nc3ccc(C(=O)NCc4cccnc4)cc3s2)c1,34.1,17.1

# Quoted from above (7 entries):
SMILES,ULK1 primary,ASK1 inh
FC(F)(F)c1ccc(Cn2cnc3c(Nc4ccccc4)nc(Nc4ccccc4)nc32)cc1,-8.8,10.0
COc1cc(Nc2cc(NCCc3ccc(O)cc3)nc(N)n2)cc(OC)c1OC,-7.2,5.8
COc1ccc(-c2cc(NCc3ccccc3)ncn2)cn1,-5.4,-1.9
CC(C)n1cnc2c(NCCc3ccccn3)nc(-c3ccccc3)nc21,-1.8,-1.0
Cc1cc(NC2CC2)nc(Nc2ccccn2)n1,16.2,7.8
COc1cc(Nc2nc(NC3CCC(O)CC3)nc3c2ncn3Cc2ccc(C(F)(F)F)cc2)cc(OC)c1OC (centres undefined),-36.1,1.9
CN(C)c1cccc(Nc2nc3ccc(C(=O)NCc4cccnc4)cc3s2)c1,34.1,17.1

# (more compounds)
SMILES,ULK1 primary,ASK1 inh
COc1cc(Nc2nc(-c3cccc(N)c3)nc3c2ncn3CCN2CCCC2=O)cc(OC)c1OC,3.4,8.0
NCCCCCC(=O)O,-3.4,·
CC(C)N(CCNc1ncnc2c1nc(-c1ccc(C(=O)N3CCN(C)CC3)cc1)n2C(C)C)C(C)C,9.9,-2.0
CC(=O)c1cccc(-c2ncc(C(=O)NCCCN3CCCC3=O)s2)c1,3.3,-9.8
CCCNc1nc(Nc2ccncc2)nc2c1ncn2CCN1CCCC1=O,4.6,-11.6
Cc1cc(-n2nc3ccc(Cl)cc3n2)c(O)c(C(C)(C)C)c1,-1.5,·
COc1ccc(-c2nc(C(N)=O)cs2)cc1,-6.5,14.7
COc1cc2nc(Nc3nccc4ccccc34)nc(NCc3cccc(C(F)(F)F)c3)c2cc1OC,-3.8,-23.6
CCN(CC)c1nc(NCCCN2CCCC2=O)nc(Nc2cnccn2)n1,-11.6,-2.3

# This is a random part of the collection. About 2.8% of those tested had a hit in this group.
